# T cruzi HTS – inhibitors of intracellular Trypanosoma cruzi, primary screen, cell-based, plate reader, single point, set 2; intracellular Trypanosoma cruzi in host cells; activity score (inhibition), % at 5.01 µM; 22,000 compounds, 4.9% hits; in the data active = activity score above about 55%;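 note: parasites and compound incubated about four days before reading; 0% = median of neutral control wells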
# INS-1E rescue – protection of INS-1E cells from cytokine death, primary screen, ATP luminescence, single point | INS-1E cytokine-induced death, 48 h; normalised: neutral wells 0, positive control 100 | protection from cytokine-induced ATP loss, % at 10 µM | 20,000 compounds, 0.1% hits | AID 488910, 2010;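 active = mean replicate protection from cytokine-induced ATP loss at least 50% and at least 75% of replicates each reaching 50%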
#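 assay system = INS-1E rat insulinoma cells | amount = 8000 cells per well | medium = phenol-red-free RPMI with 5% fetal bovine serum | doses = one compound concentration, pin transfer | timing = 48 h cytokine plus compound treatment, 10 min reagent incubation | also added = IL-1β, TNF-α and IFN-γ cytokine mix | signal = CellTiter-Glo luminescence measuring cellular ATP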
# * marks the source's active call; other numbers are inactive results; . = not tested or not shown.
# Values run as follows: T cruzi HTS | INS-1E rescue
> COC(=O)CCCCCCC(=O)N/N=C/[C@@H](O)[C@H](O)[C@H](O)CO
  -18.9 | 5.0
> Cc1ccc(S(=O)(=O)N(C)C[C@H]2Oc3c(NS(=O)(=O)c4cccs4)cccc3C(=O)N([C@@H](C)CO)C[C@@H]2C)cc1
  15.9 | -3.5
> C[C@H](CO)N1C[C@H](C)[C@H](CN(C)Cc2ccc3c(c2)OCO3)Oc2ccc(NS(=O)(=O)c3ccc(Cl)cc3)cc2CC1=O
  18.2 | -7.0
> C[C@H]1CN([C@@H](C)CO)C(=O)Cc2cc(NS(=O)(=O)c3ccc(Cl)cc3)ccc2O[C@H]1CN(C)Cc1ccc(C(=O)Nc2ccccc2N)cc1
  66.1* | 21.1
> C[C@@H]1CN([C@H](C)CO)C(=O)c2cccc(NC(=O)c3ccncc3)c2O[C@@H]1CN(C)CC1CCCCC1
  11.6 | -10.5
> C[C@@H]1CN([C@H](C)CO)C(=O)c2cccc(NC(=O)C3CCOCC3)c2O[C@@H]1CN(C)Cc1ccc(C(F)(F)F)cc1
  -24.9 | 4.0
> C[C@@H]1CCCCO[C@H](CN(C)C(=O)Nc2cccc3ccccc23)[C@@H](C)CN([C@H](C)CO)C(=O)c2cc(NC(=O)NC3CCCCC3)ccc2O1
  9.4 | -7.5
> COc1ccc(NC(=O)Nc2cccc3c2O[C@@H](CN(C)Cc2ccc4c(c2)OCO4)[C@H](C)CN([C@@H](C)CO)C3=O)cc1
  3.1 | -6.0
> COc1ccc(S(=O)(=O)N(C)C[C@H]2Oc3c(NC(=O)C4CC4)cccc3C(=O)N([C@H](C)CO)C[C@@H]2C)cc1
  -2.1 | 7.0
> C[C@@H]1CN([C@H](C)CO)C(=O)Cc2cc(NC(=O)C3CC3)ccc2O[C@H]1CN(C)Cc1ccc(C(F)(F)F)cc1
  49.1 | 5.4
> Cc1ccc(S(=O)(=O)Nc2ccc3c(c2)C(=O)N([C@H](C)CO)C[C@H](C)[C@@H](CN(C)Cc2ccc(-c4ccccc4)cc2)O3)cc1
  -23.2 | -3.3
> C[C@H](CO)N1C[C@H](C)[C@@H](CN(C)Cc2ccc(Oc3ccccc3)cc2)Oc2ccc(NS(=O)(=O)c3ccccc3)cc2C1=O
  45.8 | -25.5
> C[C@@H]1CN([C@@H](C)CO)C(=O)c2cc(NS(=O)(=O)c3cn(C)cn3)ccc2O[C@H]1CN(C)C
  -15.0 | 9.0
> O=C(N/N=C/c1ccc2ccccc2c1O)c1ccccn1
  61.1* | -107.0
> C[C@@H]1CN([C@H](C)CO)C(=O)c2cccc(NC(=O)C3CCOCC3)c2O[C@H]1CN(C)C
  -13.7 | 5.4
> COc1ccc(NC(=O)Nc2ccc3c(c2)CC(=O)N([C@H](C)CO)C[C@@H](C)[C@H](CN(C)C(=O)NC(C)C)O3)cc1
  -6.0 | -0.9
> Cc1nnc(Sc2ccc(/C=N/NC(=O)c3cccc(C(=O)NO)c3)o2)n1C
  -23.0 | 3.8
> C[C@@H]1CN([C@@H](C)CO)C(=O)c2cc(NC(=O)CCC(F)(F)F)ccc2O[C@H]1CN(C)CC1CCCCC1
  -9.3 | 1.7
> C[C@@H]1CN([C@H](C)CO)C(=O)c2cccc(NC(=O)c3nc4ccccc4s3)c2O[C@@H]1CN(C)Cc1ccc(C(F)(F)F)cc1
  69.2 | -62.9
> C[C@@H]1CN([C@H](C)CO)C(=O)Cc2cc(NC(=O)NC3CCCCC3)ccc2O[C@H]1CN(C)C(=O)NC1CCCCC1
  -1.0 | -3.8
> C[C@@H]1CN([C@H](C)CO)C(=O)Cc2cc(NC(=O)Cc3ccccc3)ccc2O[C@H]1CN(C)CC1CC1
  -18.9 | 4.6
> CC(C)NC(=O)N(C)C[C@@H]1Oc2ncc(C#Cc3ccccc3)cc2C(=O)N([C@H](C)CO)C[C@@H]1C
  10.7 | .
> C[C@H]1CN([C@@H](C)CO)C(=O)c2cc(NC(=O)Cc3cn(C)c4ccccc34)ccc2O[C@@H]1CN(C)C(=O)Nc1ccc2c(c1)OCO2
  3.6 | -2.1
> C[C@@H]1CN([C@@H](C)CO)C(=O)c2cc(NS(=O)(=O)c3cccs3)ccc2O[C@@H]1CN(C)C(=O)Nc1ccc(F)cc1
  11.3 | -1.3
> COc1ccc(NC(=O)Nc2ccc3c(c2)CC(=O)N([C@H](C)CO)C[C@@H](C)[C@H](CN(C)S(=O)(=O)c2cn(C)cn2)O3)cc1
  -47.6 | 19.3
> Cc1noc(C)c1NC(=O)N(C)C[C@H]1Oc2ccc(NS(=O)(=O)c3ccccc3)cc2C(=O)N([C@@H](C)CO)C[C@@H]1C
  -1.4 | 4.1
> C[C@H](CO)N1C[C@H](C)[C@H](CN(C)Cc2ccccc2)Oc2ccc(NC(=O)NC3CCCCC3)cc2C1=O
  -3.9 | .
> C[C@@H]1CN([C@H](C)CO)C(=O)Cc2cc(NS(=O)(=O)c3ccc(F)cc3)ccc2O[C@@H]1CN(C)S(=O)(=O)c1cccs1
  48.8 | 2.6
> C[C@H](CO)N1C[C@H](C)[C@@H](CN(C)C(=O)Nc2cccc3ccccc23)Oc2c(NS(=O)(=O)c3ccc(Cl)cc3)cccc2C1=O
  -6.5 | 6.2
> C[C@H]1CN([C@@H](C)CO)C(=O)Cc2cc(NC(=O)NC3CCCCC3)ccc2O[C@H]1CN(C)Cc1ccccc1
  -28.4 | 6.1
> C[C@H]1CN([C@@H](C)CO)C(=O)c2cc(NS(=O)(=O)c3cccs3)ccc2O[C@@H]1CN(C)S(C)(=O)=O
  -4.7 | .
> CC(C)NC(=O)N(C)C[C@H]1Oc2c(NS(=O)(=O)c3cccs3)cccc2C(=O)N([C@@H](C)CO)C[C@@H]1C
  -24.5 | 9.5
> COc1ccc(S(=O)(=O)N(C)C[C@H]2Oc3c(NS(=O)(=O)c4ccccc4)cccc3C(=O)N([C@H](C)CO)C[C@H]2C)cc1
  8.2 | 1.8
> C[C@H]1CN([C@@H](C)CO)C(=O)c2cccc(NC(=O)C3CC3)c2O[C@H]1CN(C)Cc1ccc(C(=O)Nc2ccccc2N)cc1
  51.8 | -2.8
> C[C@@H]1CN([C@@H](C)CO)C(=O)c2cccc(NC(=O)Nc3ccc(C(F)(F)F)cc3)c2O[C@H]1CN(C)S(=O)(=O)c1ccccc1
  46.4 | -7.3
> Cc1noc(C)c1NC(=O)N(C)C[C@H]1Oc2ccc(NC(=O)NC3CCCCC3)cc2C(=O)N([C@H](C)CO)C[C@H]1C
  -18.6 | -6.4
> O=C(NO)c1cccc(C(=O)N/N=C/c2ccc3ccccc3c2)c1
  -28.3 | 2.3
> C[C@@H]1CN([C@H](C)CO)C(=O)c2cccc(NC(=O)c3cnccn3)c2O[C@H]1CN(C)S(C)(=O)=O
  -8.4 | 10.2
> C[C@@H]1CN([C@H](C)CO)C(=O)c2cccc(NC(=O)c3cnccn3)c2O[C@H]1CN(C)C(=O)Nc1ccc2c(c1)OCO2
  -20.0 | 11.6
> C[C@@H]1CN([C@@H](C)CO)C(=O)c2cc(NC(=O)NC3CCCCC3)ccc2O[C@H]1CN(C)Cc1ccc(C(F)(F)F)cc1
  17.5 | -12.2
> C[C@H](CO)N1C[C@H](C)[C@H](CN(C)CC2CC2)Oc2ccc(NS(=O)(=O)c3cn(C)cn3)cc2C1=O
  -2.8 | 12.2
> C[C@@H]1CN([C@H](C)CO)C(=O)Cc2cc(NS(=O)(=O)c3ccc(Cl)cc3)ccc2O[C@@H]1CN(C)Cc1ccc(Cl)c(Cl)c1
  67.5* | -64.7
> Cc1ccc(S(=O)(=O)Nc2ccc3c(c2)CC(=O)N([C@@H](C)CO)C[C@@H](C)[C@@H](CN(C)C(=O)Nc2ccc4c(c2)OCO4)O3)cc1
  -5.5 | 0.0
> C[C@@H]1CN([C@H](C)CO)C(=O)c2cc(NC(=O)CCC(F)(F)F)ccc2O[C@H]1CN(C)C
  -0.3 | 4.3
> C[C@H](CO)N1C[C@H](C)[C@H](CN(C)Cc2ccc(Cl)c(Cl)c2)Oc2c(NC(=O)Nc3cccc4ccccc34)cccc2C1=O
  50.7 | -30.7

# The last 4 records of the section above come first, to join the parts.
# Values run as follows: T cruzi HTS | INS-1E rescue
> C[C@@H]1CN([C@H](C)CO)C(=O)Cc2cc(NS(=O)(=O)c3ccc(Cl)cc3)ccc2O[C@@H]1CN(C)Cc1ccc(Cl)c(Cl)c1
  67.5* | -64.7
> Cc1ccc(S(=O)(=O)Nc2ccc3c(c2)CC(=O)N([C@@H](C)CO)C[C@@H](C)[C@@H](CN(C)C(=O)Nc2ccc4c(c2)OCO4)O3)cc1
  -5.5 | 0.0
> C[C@@H]1CN([C@H](C)CO)C(=O)c2cc(NC(=O)CCC(F)(F)F)ccc2O[C@H]1CN(C)C
  -0.3 | 4.3
> C[C@H](CO)N1C[C@H](C)[C@H](CN(C)Cc2ccc(Cl)c(Cl)c2)Oc2c(NC(=O)Nc3cccc4ccccc34)cccc2C1=O
  50.7 | -30.7
> COc1ccc(CN(C)C[C@H]2Oc3c(NC(=O)Nc4ccc(F)cc4)cccc3C(=O)N([C@H](C)CO)C[C@@H]2C)cc1
  -12.5 | -3.6
> C[C@H](CO)N1C[C@H](C)[C@@H](CN(C)Cc2ccc(-c3ccccc3)cc2)Oc2ccc(NC(=O)Cc3ccccc3)cc2C1=O
  5.9 | .
> O=C(N/N=C/c1c[nH]c2ccccc12)c1ccccn1
  -5.3 | 15.8
> Cc1noc(C)c1S(=O)(=O)Nc1ccc2c(c1)C(=O)N([C@@H](C)CO)C[C@H](C)[C@H](CN(C)S(=O)(=O)c1ccc(F)cc1)O2
  32.5 | .
> C[C@@H]1CN([C@H](C)CO)C(=O)c2cc(NC(=O)Nc3ccccc3)ccc2O[C@H]1CN(C)Cc1ccc(C(F)(F)F)cc1
  2.1 | -51.1
> C[C@H](CO)N1C[C@H](C)[C@H](CN(C)C(=O)Nc2ccc(F)cc2)Oc2c(NC(=O)NC3CCCCC3)cccc2C1=O
  29.1 | -6.5
> C[C@@H]1CN([C@H](C)CO)C(=O)Cc2cc(NS(=O)(=O)c3ccc(F)cc3)ccc2O[C@H]1CN(C)C(=O)Nc1ccc(C(F)(F)F)cc1
  -4.8 | 0.5
> C[C@@H]1CCCCO[C@@H](CN(C)S(=O)(=O)c2ccccc2)[C@@H](C)CN([C@H](C)CO)C(=O)c2cc(NC(=O)C3CCCCC3)ccc2O1
  9.9 | -7.6
> COc1ccc(NC(=O)N(C)C[C@H]2OCCCC[C@@H](C)Oc3ccc(NC(=O)Nc4ccccc4)cc3C(=O)N([C@H](C)CO)C[C@@H]2C)cc1
  1.3 | -15.9
> O=C(CCCCCC(=O)Nc1ccccc1O)N/N=C/c1ccc(O)cc1O
  22.0 | -1.4
> C[C@@H]1CN([C@H](C)CO)C(=O)c2cc(NS(C)(=O)=O)ccc2O[C@H]1CN(C)S(=O)(=O)c1ccc(F)cc1
  5.8 | 9.6
> C[C@@H]1CN([C@H](C)CO)C(=O)Cc2cc(NC(=O)CCCCCC(=O)Nc3ccccc3N)ccc2O[C@H]1CN(C)Cc1ccc(Cl)c(Cl)c1
  3.5 | -8.6
> COC(=O)CCCCCCC(=O)N/N=C/c1ccc(C(=O)O)cc1
  -21.0 | -4.9
> COc1ccc(S(=O)(=O)N(C)C[C@@H]2Oc3ccc(NC(=O)NC(C)C)cc3CC(=O)N([C@H](C)CO)C[C@H]2C)cc1
  -27.3 | 6.2
> Cc1ccccc1CN(C)C[C@@H]1OCc2cnnn2CCCC(=O)N([C@@H](C)CO)C[C@@H]1C
  -6.8 | .
> C[C@H]1CN([C@@H](C)CO)C(=O)c2cc(NS(=O)(=O)c3ccc(Cl)cc3)ccc2O[C@H]1CN(C)Cc1ccncc1
  14.8 | 2.6
> Cc1noc(C)c1NC(=O)Nc1ccc2c(c1)CC(=O)N([C@@H](C)CO)C[C@H](C)[C@@H](CN(C)Cc1ccc(Oc3ccccc3)cc1)O2
  -42.4 | 3.5
> COc1cc(/C=N/NC(=O)CCCCCC(=O)O)c([N+](=O)[O-])cc1OC
  -14.1 | -5.2
> C[C@@H]1CN([C@H](C)CO)C(=O)CCCn2nncc2CO[C@@H]1CN(C)S(=O)(=O)c1cccc(C#N)c1
  -19.6 | 8.8
> C[C@@H]1CN([C@H](C)CO)C(=O)c2cc(NS(=O)(=O)c3cn(C)cn3)ccc2O[C@@H]1CN(C)S(=O)(=O)c1ccc(F)cc1
  -16.8 | 2.6
> C[C@H]1CN([C@@H](C)CO)C(=O)c2cccc(NC(=O)C3CCCCC3)c2O[C@@H]1CN(C)S(C)(=O)=O
  -15.6 | 4.0
> COc1ccccc1CN(C)C[C@H]1OCc2cnnn2CCCC(=O)N([C@H](C)CO)C[C@@H]1C
  -18.7 | .
> C[C@H]1CN([C@@H](C)CO)C(=O)c2cc(NC(=O)NC3CCCCC3)ccc2O[C@@H]1CN(C)C(=O)NC1CCCCC1
  -12.8 | -6.2
> COc1ccc(S(=O)(=O)N(C)C[C@H]2Oc3ccc(NC(=O)Nc4ccc(C(F)(F)F)cc4)cc3C(=O)N([C@@H](C)CO)C[C@@H]2C)cc1
  -2.9 | .
> C[C@@H]1CCCCO[C@H](CN(C)C(=O)Nc2ccc(F)cc2)[C@@H](C)CN([C@H](C)CO)C(=O)c2cc(NS(=O)(=O)c3ccc(Cl)cc3)ccc2O1
  5.7 | 9.4
> COc1ccc(NC(=O)Nc2ccc3c(c2)CC(=O)N([C@@H](C)CO)C[C@H](C)[C@@H](CN(C)Cc2ccccc2)O3)cc1
  13.5 | -2.6
> C[C@@H]1CN([C@@H](C)CO)C(=O)c2cc(NC(=O)C3CCCCC3)ccc2O[C@@H]1CN(C)S(=O)(=O)c1ccc(Cl)cc1
  7.0 | -12.4
> C[C@H]1CN([C@@H](C)CO)C(=O)Cc2cc(NS(=O)(=O)c3cccs3)ccc2O[C@@H]1CN(C)S(=O)(=O)c1ccc(F)cc1
  -6.7 | -2.1

# Compound activity deposited in PubChem BioAssay by Broad Institute.

# Not a hit list, and some 5.1% of all compounds hit somewhere here.
